S-ASM inh: inhibitors of human secretory acid sphingomyelinase. Potency, µM (highest dose often 57.5 µM), for the others: at the top dose activity change, negative = inhibition, usual class: inhibitors. P17405. actives 0.006% (n = 340,000). placental ASM, HMU-PC fluorogenic substrate, 60 min; note: potency is the fitted concentration of half-maximal effect
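Human placenta-derived ASM preincubated with compound 10 min at room temperature, then reacted with 9 uM (final) fluorogenic HMU-PC substrate for 60 min at 37 C. Stop solution raises pH to 10; fluorescence read at Ex 386/Em 447 nm.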
Menin-MLL TR inh: menin-MLL binding inhibition, Texas Red mutant peptide; Menin + Texas Red MLL mutant peptide, fluorescence polarization; Potency, µM (series often up to 61.6 µM), for inactives: top-dose FP activity change, negative = inhibition, actives largely listed as inhibitors; O00255; actives 0.23% (n = 270,000); active = well fitted inhibition curve with a large enough effect in the polarisation, with a control signal flat, not every such curve was filed as active; inconclusive = small, poorly fitted or top-dose-only effect, or effect the other way, or a change in a side signal; inactive = no such curve, though single readings can be large or run the other way; the % refers to the polarisation; note: potency is the fitted concentration of half-maximal effect; % of control where 0% means no effect; many of its hits are not listed in these tables
Target sequence (O00255 whole entry, looked up): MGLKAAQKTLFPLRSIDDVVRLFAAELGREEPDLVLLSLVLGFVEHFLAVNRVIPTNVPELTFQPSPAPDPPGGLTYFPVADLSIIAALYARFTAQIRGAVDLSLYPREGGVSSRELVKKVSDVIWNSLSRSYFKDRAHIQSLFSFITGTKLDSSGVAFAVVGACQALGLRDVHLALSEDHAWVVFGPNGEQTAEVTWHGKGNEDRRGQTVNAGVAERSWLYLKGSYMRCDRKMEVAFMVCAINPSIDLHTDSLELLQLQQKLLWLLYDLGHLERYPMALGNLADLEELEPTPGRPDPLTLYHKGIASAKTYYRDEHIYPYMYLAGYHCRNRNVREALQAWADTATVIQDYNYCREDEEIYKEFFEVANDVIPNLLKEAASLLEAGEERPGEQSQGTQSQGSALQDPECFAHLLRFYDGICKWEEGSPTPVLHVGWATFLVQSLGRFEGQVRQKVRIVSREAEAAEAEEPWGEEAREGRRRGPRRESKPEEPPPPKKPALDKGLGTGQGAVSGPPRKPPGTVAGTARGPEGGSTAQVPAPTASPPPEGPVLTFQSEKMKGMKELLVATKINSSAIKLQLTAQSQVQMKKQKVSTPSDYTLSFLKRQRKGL
Mito fusion act: inhibitors of mitochondrial division or activators of mitochondrial fusion; actives 0.23% (n = 320,000); Potency, µM (titrated, usually from 46.1 µM), for inactives: at the top dose growth rescue (activation), most hits filed as activators; S. cerevisiae fusion-defective mutant growth rescue, CellTiterGlo 48 h; AID 485298;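 note: potency is the fitted concentration of half-maximal effect; % of control where 0% means no effect; nearly all actives have a fitted effect of over 45% in size; temperature-sensitive fusion mutants such as fzo1-1 at 37 °C on non-fermentable ethanol glycerol medium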
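Luminescent cell viability in 1536-well qHTS format served as the measure of rescued growth in ts fusion-mutant S. cerevisiae cultured on non-fermentable YPEG for 48 hours at 37C.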
a7 integrin act: activators of alpha7 integrin expression for muscular dystrophy. Potency, µM (top dose mostly 38.3 µM), without a hit: top-dose activation, usual class: activators. alpha7betagal myoblasts, beta-gal FDG fluorescence, 48 h. AID 624291. actives 0.064% (n = 350,000);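 note: potency is the fitted concentration of half-maximal effect; 100% = response of the positive control SU9516; nearly all actives have a fitted effect of over 60% in size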
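Alpha7betagal+/- myoblasts (passage 13) were plated 16-24 hr, then exposed to compounds (1:260 dilution of DMSO stock) for 48 hours at 37C. After MPER lysis, β-galactosidase reporter activity was read as FDG fluorescence (ex 480/em 540) after 30 minutes.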
TSHR antag: blocks TSH signaling through the human TSH receptor | P16473 | AID 504810 | TSHR-expressing cells, TSH-stimulated cAMP HTRF, 2 h; active compounds read low | activity change, negative = inhibition, % at 11.5 µM | actives 0.2% (n = 330,000);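 active = activity change below a set negative limit, meaning inhibition stronger than a set level, cut at about -70% in these data; inconclusive = activity change between two set negative limits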; note: % is set by controls: 0 for no effect and ±100 for the full control effect
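Antagonism was scored as loss of TSH-driven cAMP in TSHR cells, stimulated with 4nM TSH (EC80) for 2 hours at 37 deg C and detected by homogeneous HTRF competition immunoassay.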
CXXC DNA block: blocks binding of human MLL CXXC domain to DNA; actives 0.037% (n = 290,000); Q03164; Potency, µM (series often up to 115 µM), for the others: at the highest dose activity change, negative = inhibition, actives largely listed as inhibitors; MLL-CXXC / FITC-HOXA9 DNA fluorescence polarization; active = well fitted inhibition curve with a large enough effect in the polarisation, with a control signal flat, not every such curve was filed as active; inconclusive = small, poorly fitted or top-dose-only effect, or effect the other way, or a change in a side signal; inactive = no such curve, though single readings can be large or run the other way; the % refers to the polarisation; note: potency is the fitted concentration of half-maximal effect
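Purified MLL-CXXC (added from a 7 uM solution) was preincubated 5 min at ambient with pinned compounds in 50 mM Tris-HCl pH 7.5, 50 mM NaCl, 1 mM DTT, 0.05% BSA. Fluorescein-labeled HOX-A9 DNA (50 nM solution) followed, 30 min, then polarization read.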
MBNL1 CUG block: blocks human MBNL1 binding to CUG repeat RNA. TR-FRET MBNL1-His/biotin-(CUG)12 binding, 665/545 ratio. Potency, µM (top dose mostly 57.5 µM), without a hit: at the top dose activity change, negative = inhibition, most hits filed as inhibitors. actives 0.036% (n = 280,000). AID 2675; active = well fitted inhibition curve with a large enough effect in the signal ratio, with a control signal flat, not every such curve was filed as active; inconclusive = small, poorly fitted or top-dose-only effect, or effect the other way, or a change in a side signal; inactive = no such curve, though single readings can be large or run the other way; the % refers to the signal ratio; note: potency is the fitted concentration of half-maximal effect; % is set by controls: 0 for no effect and ±100 for the full control effect
Target sequence (Q9NR56 whole entry, looked up): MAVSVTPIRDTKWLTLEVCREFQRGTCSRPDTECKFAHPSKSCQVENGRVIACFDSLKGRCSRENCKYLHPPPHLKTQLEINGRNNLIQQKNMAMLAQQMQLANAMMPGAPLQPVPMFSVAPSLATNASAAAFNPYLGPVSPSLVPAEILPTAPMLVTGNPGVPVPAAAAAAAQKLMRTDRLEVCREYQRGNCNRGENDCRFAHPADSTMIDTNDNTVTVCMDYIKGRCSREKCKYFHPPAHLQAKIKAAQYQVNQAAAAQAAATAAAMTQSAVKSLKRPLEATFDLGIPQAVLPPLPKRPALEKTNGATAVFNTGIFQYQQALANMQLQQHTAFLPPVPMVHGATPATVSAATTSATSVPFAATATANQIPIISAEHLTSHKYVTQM
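Ratiometric TR-FRET (665 over 545 nm, excitation 340 nm) tracks disruption of MBNL1-His/biotin-(CUG)12 complex after 60 min at room temperature, with compounds at 92 nM to 58 uM final.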
PTAP TSG101 blk: blocks PTAP/TSG101 interaction to inhibit HIV-1 budding; Fluorescence polarization, FITC-PTAP peptide / Tsg101 binding; Potency, µM (top dose mostly 115 µM), without a hit: top-dose activity change, negative = inhibition, hits mostly inhibitors; 340,000 tested, under 10 active; AID 493005; active = well fitted inhibition curve with a large enough effect in the main read-out, with a control signal flat, not every such curve was filed as active; inconclusive = small, poorly fitted or top-dose-only effect, or effect the other way, or a change in a side signal; inactive = no such curve, though single readings can be large or run the other way; note: potency is the fitted concentration of half-maximal effect; % of control where 0% means no effect
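Tsg101 binding domain (10 uM final) was mixed with compound and a FITC-labeled PTAP peptide (50 nM final) in HEPES pH 7.5 buffer with NaCl, Tween 20, EDTA and TCEP; fluorescence polarization was read after 20 min at r.t.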
TCR act: activates T cell receptor signaling | primary human leukocytes, anti-CD3, IL-2 HTRF, 48 h | Potency, µM (top dose mostly 9.22 µM), without a hit: top-dose activation of IL-2 secretion, most hits filed as activators | AID 504894 | 330,000 tested, under 10 active; note: % of control where 0% means no effect
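Human primary leukocytes + a-CD3 beads + cpd, 48 hr; IL-2 in supernatant by HTRF (ex 320nm / em 665nm). No co-stimulatory signal supplied.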
AT treatment: potential ataxia-telangiectasia treatments restoring KAP-1 phosphorylation. actives 0.19% (n = 320,000). AID 485349. Potency, µM (highest dose often 57.5 µM), inactives show top-dose activation, most hits filed as activators. […] A-T fibroblasts, KAP-1 phosphorylation AlphaLISA; neocarzinostatin DNA damage 30 min before lysis; note: potency is the fitted concentration of half-maximal effect; % of control where 0% means no effect; nearly all actives have a fitted effect of over 45% in size
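ATM-like activity read as KAP-1 phosphorylation via AlphaLISA donor/acceptor antibody pairs after lysis and 6 hr at 25C. Cells were ATM-null patient fibroblasts ([…], hTERT), dosed 60 min, then exposed to the DSB inducer NCS for 30 min.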
* marks the source's active call; other numbers are inactive results; ? = inconclusive; nt = no result given; [ ] = remark or other dose. Unless noted, calls come from the whole dose curve; as a rule, active = well fitted curve in the direction sought with a large enough effect; inconclusive = small, poorly fitted or top-dose-only effect, or another doubt; inactive = no such curve, though single readings can be large; an effect the other way counts as inactive or inconclusive. Only part of the results is shown, so the mix of outcomes need not match the whole.

| Molecule | S-ASM inh | Menin-MLL TR inh | Mito fusion act | a7 integrin act | TSHR antag | CXXC DNA block | MBNL1 CUG block | PTAP TSG101 blk | TCR act | AT treatment |
| --- | --- | --- | --- | --- | --- | --- | --- | --- | --- | --- |
| COc1ccccc1-n1c(C)c2c(OC)cccc(=O)c2c1C | -6% | 0% | 11% | 1% | -3 | -4% | nt | -2% | -1%[46.1 µM] | 8% |
| CC1(OC(=O)CCc2ccccc2)C(=O)C=C2C=C(c3ccc(C#N)cc3)N(CCc3ccccn3)C=C2C1=O (centres undefined) | 36%[activator] | -4%[11.7 µM] | -26% | 0% | 5 | 19% | 18% | -5% | 1% | -16% |
| CCOC(=O)c1ccc(NC(=S)N2CCSC2c2c(F)cc(F)cc2F)cc1 (centres undefined) | -10% | -5% | 22% | -41% | 46 | 1% | -11% | 1% | -9%[46.1 µM] | 4% |
| CCn1c(=O)c2cc(C(=O)Nc3ccccc3OC)sc2c2ccccc21 | 211% | nt | 11% | -8% | -6 | -5% | -13% | -5% | 3% | -1% |
| CCc1[nH]nc2c1C(C(C)C)C(C#N)=C(N)O2 (centres undefined) | 6% | 1% | ? | 4% | 10 | -3% | 7% | -2% | 5% | -3% |
| CCOc1ccc(S(=O)(=O)N2CCCC(C(=O)NCC3CCCO3)C2)cc1Cl (centres undefined) | nt | nt | 1% | -4% | 13 | nt | nt | -1% | 6% | -1% |
| CS(=O)(=O)c1ccc(Cl)c(NC(=O)Cc2c(Cl)cccc2Cl)c1 | 5% | -10% | -4% | 1% | 17 | -14% | -7% | 0% | -1% | 0% |
| O=C(O)C1(c2ccccc2)CCN(S(=O)(=O)c2ccc(Br)cc2)CC1 | 3% | 17% | 1% | 20% | -2 | -16% | 3% | -4% | 2% | -9% |
| COc1ccccc1NS(=O)(=O)c1cc(NC(=O)CNC(=O)c2ccc(C)s2)ccc1Cl | -13% | ? | -1% | -21% | -22 | 19% | nt | -4% | -4%[46.1 µM] | 3% |
| COc1ccc(OCC(O)CNC(=O)c2cccs2)cc1 (centres undefined) | 3% | nt | 1% | -13% | -2 | 3% | nt | 0% | -6% | 0% |
| CN(CC(=O)NCc1ccc(Cl)cc1)S(=O)(=O)c1cccs1 | -2% | 5% | 6% | ? | 12 | -6% | -3% | -2% | 0% | 5% |
| COc1cccc(CN2CC(C(=O)N(C)Cc3[nH]c4ccccc4c3C)CCC2=O)c1 (centres undefined) | 6% | 7% | -1% | -16% | -6 | 1% | 0% | 1% | -3% | 8% |
| Cc1nc(N2CCCC2C(=O)O)c2oc3ccccc3c2n1 (centres undefined) | 2% | 3%[11.7 µM] | 0% | 8% | -5 | 1% | 19% | -1% | -11% | 7% |
| Cc1cccc(C2NC(=O)c3ccccc3O2)c1 (centres undefined) | -4% | -4% | 0% | -10% | 1 | -9% | -10% | -1% | 15% | 0% |
| CCn1c(=NC(=O)CN2C(=O)CCC2=O)sc2c(OC)ccc(OC)c21 | -3% | -9% | 0% | 14% | 10 | 6% | 36%[activator] | -6% | -6% | ? |
| O=C(c1ccc2c(c1)OCCCO2)N1CCCCC1 | 1% | nt | 1% | 0% | 2 | 39%[activator] | -20% | 1% | -5% | -12% |
| COc1ccc(/C=C/C(=O)OC(C)C(=O)c2ccccc2)cc1OC (centres undefined) | -3% | nt | 0% | 10% | -5 | nt | nt | -2% | -6% | 0% |
| Cc1ccc(C)c(NC(=O)CSc2nccn2Cc2ccco2)c1 | -1% | -8% | 5% | -17% | -6 | 17% | -2% | 1% | 2% | -4% |
| CC1CC1C(=O)OCC(=O)NCc1ccc(Cl)cc1 (centres undefined) | 2% | 2% | 3% | -4% | 1 | 0% | -7% | -4% | nt | 3% |
| O=C(NCc1ccccc1)c1ccc(OC2CSC2)cc1 | 0% | -11% | -3% | -14% | -3 | 17% | -3% | -1% | 1% | 16% |
| CCc1cc2c(SCC(=O)N3CCCC3=O)ncnc2s1 | 10% | nt | -6% | 20% | -24 | nt | nt | -1% | -3% | -8% |
| Cc1ccc(NS(=O)(=O)c2cc(N)ccc2Cl)c(C)c1 | 0% | nt | -3% | -14% | 4 | -11% | -16% | -1% | 4% | 0% |
| CC(C)N1CCN(Cc2cccc3nonc23)CC1CCO (centres undefined) | 5% | 2% | 3% | -17% | -8 | -3% | ? | -1% | 2% | 2% |
| COc1ccccc1-c1nnc(NC(=O)C2=COCCO2)o1 | 3% | 3% | 1% | 5% | 0 | 16% | nt | 0% | -1%[46.1 µM] | 9% |
| Cc1cccc(N2CCN(C(=O)c3ccc4c(c3)c(C)c(C)n4C)CC2C)c1 (centres undefined) | -9% | nt | -6% | 11% | 14 | 2% | -4% | 0% | 8% | 5% |

More records follow.
SMILES | S-ASM inh | Menin-MLL TR inh | Mito fusion act | a7 integrin act | TSHR antag | CXXC DNA block | MBNL1 CUG block | PTAP TSG101 blk | TCR act | AT treatment
Cc1ccccc1N1CC(O)(c2cccs2)[N+]2=C1CCCC2 (centres undefined) | 0% | 1% | 1% | -7% | 12 | 14% | -4% | 1% | 4% | -1%
COc1cccc(CNC(=O)c2ccc3nc[nH]c3c2)c1 | 1% | -7% | 2% | 19% | 4 | 3% | -11% | -2% | 2% | 2%
Cc1nc(SC(C)C(=O)NCC2CCCO2)c2cc(-c3ccccc3)sc2n1 (centres undefined) | -3% | nt | 9% | ? | -10 | nt | nt | 2% | -1% | 5%
O=C(CSc1nc2ccccc2[nH]1)c1ccc(Cl)s1 | -7% | nt | 6% | 4% | -20 | -1% | 16% | 0% | -34% | 5%
CCN(CC(=O)Nc1ccc(NC(C)=O)cc1)C(=O)c1oc2c(ccc3ccccc32)c1C | -2% | nt | 0% | 34% | 16 | nt | nt | 4% | 1% | -13%
COc1ccccc1NC(=O)c1cc(Cl)nc2ccccc12 | -4% | nt | 7% | -1% | -7 | 2% | nt | -1% | -1% | -3%
COc1ccc([N+](=O)[O-])cc1NC(=O)C(C)Sc1nc(-c2ccccc2)cs1 (centres undefined) | -1% | 9% | 13% | 7% | 0 | -4% | 8% | -1% | -3%[46.1 µM] | -8%
COc1ccccc1N1CCN(C2CCCN(C(=O)c3ccnc4ccc(C)cc34)C2)CC1 (centres undefined) | 1% | ? | -4% | 13% | 9 | -1% | -3% | -3% | nt | -4%
COC(=O)C1(C)NC(c2ccc(O)cc2)C2C(=O)N(c3ccccc3)C(=O)C21 (centres undefined) | -2% | 4% | 3% | 6% | -1 | 3% | -11% | -5% | -1% | 2%
CCOC(=O)c1nnn(-c2nonc2-c2ccccc2)c1C | 2% | 10% | -3% | 10% | -6 | 0% | -8% | -5% | 0% | 10%

(cont.)
SMILES | S-ASM inh | Menin-MLL TR inh | Mito fusion act | a7 integrin act | TSHR antag | CXXC DNA block | MBNL1 CUG block | PTAP TSG101 blk | TCR act | AT treatment
O=C(COC(=O)Cc1cccc(C(F)(F)F)c1)Nc1cccc2ccccc12 | -2% | 14% | 0% | -6% | 3 | 1% | -9% | -1% | -1%[46.1 µM] | 2%
COc1ccc(NC(C)=O)cc1S(=O)(=O)NC1CCSc2ccccc21 (centres undefined) | 0% | 16% | -5% | -11% | 7 | 27% | 3% | -6% | -1% | 4%
Cc1cc(C)c(S(=O)(=O)NCCn2c(C)cc3ccccc32)c(C)c1 | ? | ? | 11% | 2% | 0 | 8% | 181%[activator] | -4% | 1% | 6%
Cc1ccc(N(CC(=O)NC2CCCCC2)C(=O)CNC(=O)c2cccs2)cc1 | -2% | -15% | -1% | 22% | -1 | 30% | 1% | -1% | 1% | -1%
O=C(Nc1ccn(Cc2ccc(F)cc2)n1)c1ccncc1 | 2% | 4% | -2% | -35%[inhibitor] | -4 | -2% | -3% | -2% | -19% | nt

Compound profiles, as listed above. Order of values: S-ASM inh	Menin-MLL TR inh	Mito fusion act	a7 integrin act	TSHR antag	CXXC DNA block	MBNL1 CUG block	PTAP TSG101 blk	TCR act	AT treatment
Results for `Cc1cc(C)c(S(=O)(=O)NCCn2c(C)cc3ccccc32)c(C)c1` = ?	?	11%	2%	0	8%	181%[activator]	-4%	1%	6%
Results for `O=C(Nc1ccn(Cc2ccc(F)cc2)n1)c1ccncc1` = 2%	4%	-2%	-35%[inhibitor]	-4	-2%	-3%	-2%	-19%	nt

Source: PubChem BioAssay
